# Assay outcomes deposited in PubChem BioAssay by several laboratories.
# KOR beta-arrestin-1 = kappa opioid receptor activators – cell-based, luminescence, uHTS, primary screen (AID 1777); KOR beta-arrestin recruitment, luminescence; higher % means a stronger effect; one-dose activation, % at 10 µM; EC50 in µM for titrated hits; 0.02% of 280,000 active; in the data active = activation above about 50%, passing the limit was not always enough; note: a part of the inactive calls stands beside numbers as strong as those of hits
# GPR55 antagonists = GPR55 antagonists blocking LPI-driven arrestin recruitment, primary screen, imaging, U2OS, beta-arrestin-GFP, LPI agonist (AID 2013); U2OS GPR55 beta-arrestin-GFP translocation imaging, LPI antagonism; higher % means a stronger effect; inhibition, % at 10 µM, or IC50 in µM where a hit was titrated; 0.13% of 290,000 active;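 active = spots per cell inhibited over 60%, with over 100 cells counted and total cytoplasm intensity under 500,000; inconclusive = wells with under 100 cells, flagged as likely toxic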;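 note: U2OS cells stably carrying GPR55 and arrestin-GFP stimulated by 5 µM LPI near EC80; imaged beta-arrestin-GFP aggregate spots per cell after agonist stimulation; plate controls were LPI-stimulated DMSO wells for no effect and DMSO wells without LPI for full effect; some results filed as inactive read as strong as hits; confirmed hits need IC50 under 10 µM and bright autofluorescent wells are also inconclusive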
# GPR35 antagonists = inhibition of zaprinast-stimulated GPR35 beta-arrestin translocation – imaging, U2OS, beta-arrestin-GFP, zaprinast agonist, primary screen (AID 2058); U2OS GPR35 beta-arrestin-GFP translocation imaging, zaprinast antagonism; higher % means a stronger effect; one-dose inhibition, % at 10 µM; IC50 in µM for titrated hits; 0.052% of 290,000 active;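 active = inhibition of at least 50% with at least 30 cells and total cytoplasm GFP at most 10,000,000; inconclusive = under 30 cells or total GFP of 10,000,000 plus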
# GPR55 beta-arrestin = GPR55 agonists via beta-arrestin recruitment, primary screen, imaging, U2OS cells, beta-arrestin-GFP redistribution (AID 1961) | U2OS GPR55 beta-arrestin-GFP redistribution imaging; higher % means a stronger effect | one-dose activation, % at 10 µM; EC50 in µM for titrated hits | 0.048% of 290,000 active;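 active = activation above 40% with more than 50 cells counted in the well; inconclusive = wells holding fewer than 50 cells, flagged as toxic or sparse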;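 note: U2OS osteosarcoma cells stably expressing GPR55 and beta-arrestin-GFP; plate controls were DMSO negative control for no effect and LPI positive control for full effect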
# NTR1 ag = agonists of NTR1, primary screen, imaging, U2OS cells, beta-arrestin-GFP, high content (AID 493036); P30989; activation, % at 20 µM; NTR1-U2OS beta-arrestin-GFP spot imaging, agonist mode; 0.17% of 330,000 active;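 active = activation at or above 40% of the spot to cytoplasm intensity ratio, with at least 20 cells analyzed; inconclusive = wells under 20 cells, flagged as cytotoxic or low count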;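 note: 0% = DMSO without peptide and 100% = 100 nM NTR1 peptide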
# Target sequence (P30989 whole entry, looked up): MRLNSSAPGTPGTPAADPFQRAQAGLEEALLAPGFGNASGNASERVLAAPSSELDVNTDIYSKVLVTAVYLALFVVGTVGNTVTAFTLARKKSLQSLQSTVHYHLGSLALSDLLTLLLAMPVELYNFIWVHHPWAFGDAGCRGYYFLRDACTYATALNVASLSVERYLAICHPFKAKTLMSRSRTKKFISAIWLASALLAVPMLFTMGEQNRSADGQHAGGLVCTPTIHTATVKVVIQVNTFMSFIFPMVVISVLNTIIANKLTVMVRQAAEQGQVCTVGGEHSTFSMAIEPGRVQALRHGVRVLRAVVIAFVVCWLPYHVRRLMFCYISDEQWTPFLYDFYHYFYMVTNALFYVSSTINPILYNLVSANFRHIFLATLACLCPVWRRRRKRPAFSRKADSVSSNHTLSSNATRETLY
# UTI89 phage lysis = inhibition of K1F phage lysis, E. coli UTI89, bacterial capsule biogenesis inhibitors, alamar blue (AID 488966). 0.02% of 340,000 active. E. coli UTI89 K1F phage lysis, alamar blue, 2 h; higher % means a stronger effect. inhibition, % at 100 µM; hits with a dose series show IC50 in µM;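 active = phage lysis inhibition, versus mean bacterial control, above a set limit; inconclusive = no clear call, values can overlap the other calls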;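 note: capsule biogenesis inhibitors block K1F phage lysis so surviving cells raise fluorescence; higher fluorescence means more inhibition of phage lysis; actives were called in the ten point dose series up to 300 µM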
# MgcRacGAP inhibition = MgcRacGAP GTPase-activating activity inhibitors, confirmation, biochemical, ADP Hunter fluorescence; MgcRacGAP-stimulated Rac1 GTP hydrolysis, ADP Hunter fluorescence; higher % means a stronger effect; GST-tagged Rac1 F28L mutant substrate; inhibition, % at 30 µM; hits with a dose series show IC50 in µM; 0.6% of 340,000 active; AID 624330;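 active = first-screen hits whose inhibition reached a set limit at any dose in the follow-up dose series; inconclusive = inhibition above the set first-screen limit but never retested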;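 note: fluorescence reports GDP produced by GAP-driven GTP hydrolysis; strong numbers were not always called active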
# KOR beta-arrestin-2 = KOR antagonists, beta-arrestin recruitment, cell-based, luminescence, uHTS (AID 1778); KOR beta-arrestin recruitment, luminescence, antagonist mode; higher % means a stronger effect; inhibition, % at 10 µM, or IC50 in µM where a hit was titrated; 0.091% of 290,000 active; in the data active = inhibition above about 50%; note: strong numbers were not always called active
# NOD1 inhibition = NOD1 signaling inhibitors, primary screen, cell-based, luminescence, uHTS (AID 1578). inhibition, % at 4 µM, or EC50 in µM where a hit was titrated. 1% of 290,000 active. NOD1-driven NF-kB luciferase reporter cells, luminescence; higher % means a stronger effect; in the data active = inhibition mostly above about 36%, no sharp cut-off; inactive = mostly below about 34%;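 note: HEK-293T reporter cells stimulated with the NOD1 agonist gamma-tri-DAP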
# NTR1 ag cell count 20 µM = recorded beside NTR1 ag, whose call it bears; cell count; measured here: cell count, cytotoxicity flag
# Active calls of the source: *; ? = inconclusive; . = not tested or not shown; [ ] = dose if it differs, or a comment. Some of the compounds tested; the hit share may differ from the screen's.
# Every second line gives: KOR beta-arrestin-1	GPR55 antagonists	GPR35 antagonists	GPR55 beta-arrestin	NTR1 ag	NTR1 ag cell count 20 µM	UTI89 phage lysis	MgcRacGAP inhibition	KOR beta-arrestin-2	NOD1 inhibition
- CCc1ccc(NC(=O)Cn2nc(C)c([N+](=O)[O-])c2C)cc1
→ -6.1%	7%	-5%	-0.3%	0.5	49	-0.4%	4%	21%	-20%
- CNc1c(NS(=O)(=O)c2ccc(CC(C)C)cc2)c(=O)oc2ccccc12
→ 0.7%	0%	-5%	-0.1%	0.3	35	-0.2%	2%	-24%	21%
- Cc1ccc(C)c(NS(=O)(=O)c2cc(C(=O)NCC3CCCO3)ccc2C)c1 (stereo not given)
→ -0.8%	4%	6%	-0.1%	-1.2	55	0.0%[50 µM]	-5%	12%	-42%
- CCSc1nnc(NC(=O)Nc2cccc(C)c2)s1
→ 4.3%	2%	13%	0.2%	4.7	61	0.1%[50 µM]	12%	10%	-14%
- O=C(O)c1cc(N/N=C/c2ccc(-c3ccc(F)cc3)o2)ccc1Cl
→ 1.0%	13%	0%	0.2%	0.6	52	-0.2%	22%	-36%	-41%
- CCN(CC(=O)NCc1cccs1)S(=O)(=O)c1ccc(NC(C)=O)cc1
→ 3.3%	-8%	-8%	0.3%	0.4	53	1.2%[50 µM]	6%	-27%	-21%
- CCOc1cc(S(=O)(=O)n2ccc(C)n2)ccc1Br
→ 1.1%	-4%	7%	0.0%	0.4	57	1.3%	2%	3%	-76%
- Cc1ccc2nc(SC(C)C(=O)N3CCOCC3)[nH]c2c1 (stereo not given)
→ -0.7%	5%	2%	-0.4%	0.0	48	0.5%	2%	-30%	-23%
- Cn1cnnc1SCC(=O)Nc1sc2c(c1C#N)CCCCC2
→ -2.8%	-4%	5%	0.1%	-0.1	40	0.7%	12%	9%	-30%
- Cc1ccc(SCc2noc(C(=O)NC(C)C)c2C(=O)O)cc1C
→ 3.3%	-13%	6%	0.2%	-1.3	93	0.5%	10%	-9%	-13%
- COCCn1nnnc1C(c1ccc(OC)cc1)N1CCN(c2ccccc2F)CC1 (stereo not given)
→ -3.3%	10%	-6%	0.7%	0.5	63	0.7%	3%	39%	-42%
- CC1(C)Cc2c(C#N)c(NCCc3ccccc3)nc(-c3ccco3)c2CO1
→ -3.8%	14%	-15%	0.4%	9.7	33	0.2%	12%	18%	-2%
- CCCn1c(NCc2c[nH]c3ccccc23)nc2ccccc21
→ -4.1%	8%	-18%	-0.1%	-1.1	70	0.0%	11%	-16%	-32%
- O=C(c1cccs1)N1CCCC(c2nc3c(nnn3Cc3ccccc3)c(=O)[nH]2)C1 (stereo not given)
→ -2.1%	0%	2%	-0.1%	-0.7	71	0.0%	12%	18%	-4%
- O=C(NC(=S)Nc1ccccc1N1CCCCC1)c1ccco1
→ -0.3%	-2%	22%	0.1%	9.9	63	5.2%	7%	18%	-16%
- CC/C(=N\NC(=O)C(N)=O)c1ccccc1O
→ 2.3%	4%	-1%	0.3%	0.5	40	0.2%	2%	-41%	-18%
- COCc1nnc(NC(=O)C2CC(=O)N(CCc3ccc(F)cc3)C2)s1 (stereo not given)
→ 4.7%	-4%	-3%	-0.1%	0.5	30	-0.1%	7%	-40%	-2%
- O=C(CSc1nnc(-c2ccccc2O)o1)Oc1ccc(Br)cc1
→ -4.1%	2%	-5%	-0.2%	-0.5	40	4.4%	6%	-42%	-12%
- CCOC(=O)N1CCc2c(sc(NC(=O)CCS(=O)(=O)c3ccccc3)c2C(N)=O)C1
→ 5.9%	4%	-11%	-0.1%	-0.3	60	-0.2%	0%	13%	6%
- Fc1ccccc1-c1n[nH]c(=S)n1/N=C/c1c[nH]c2ccccc12
→ 4.9%	0%	-4%	-0.3%	-0.6	50	-0.7%	9%	27%	6%
- COc1cc(N=Nc2ccc3ccccc3c2)ccc1O
→ -6.1%	-10%	-10%	-0.1%	3.4	73	-0.2%	26%	27%[20 µM]	-82%
- Nc1ccc2nc(-c3cccs3)[nH]c2c1
→ -1.5%	-4%	-2%	0.3%	1.8	54	-0.4%[50 µM]	?	-19%	-14%
- COc1cccc(NC(=O)COc2cccc(-n3cnnn3)c2)c1
→ -3.9%	2%	1%	-0.1%	3.0	39	-0.3%	8%	7%	-37%
- O=C(CNCc1ccccc1)Nc1ccc(Oc2ccccc2)cc1
→ .	7%	1%	-0.1%	2.0	91	.	.	-71%[20 µM]	-41%
- Oc1ccc2nnc3c(Br)cnn3c2c1
→ -3.1%	10%	3%	-0.1%	0.1	36	-0.9%[50 µM]	12%	-13%	-16%
- CCCCC1=CC2=C(c3ccco3)C(=O)C(C)(OC(=O)c3ccc(OC)cc3)C(=O)C2=CN1Cc1ccc(OC)cc1 (stereo not given)
→ 1.7%	-7%	10%	-0.1%	0.3	54	.	.	40%	13%
- CCOC(=O)c1ccc(NC(=S)NC(=O)COc2ccccc2)cc1
→ -0.9%	0%	-1%	-0.2%	6.6	39	3.1%	2%	5%	-22%
- CCC1=Nc2cc(C(=O)NCCN3CCCC3)ccc2Sc2ccccc21
→ -2.5%	6%	14%	1.4%	0.6	76	0.8%	10%	22%	-12%
- O=C(CN(Cc1ccccc1)C(=O)CCC(=O)Nc1ccccn1)NCc1ccc(F)cc1
→ -3.9%	13%	7%	-0.2%	-0.4	53	-0.2%	7%	-43%	-30%
- CC(C)(C#N)Nn1cnnc1
→ 7.7%	4%	-10%	0.7%	-0.8	54	0.4%	7%	4%	-21%
- O=C1NC(=Nc2ccccc2Br)SC1(CO)CO
→ -2.0%	-2%	6%	1.2%	-1.7	42	-0.6%	8%	-29%[20 µM]	-15%
- CSc1ccccc1OCc1cc(C(=O)NC2CCOC2)no1 (stereo not given)
→ -2.0%	-1%	-10%	-0.2%	-0.1	70	0.8%	6%	-34%	-65%
- O=C(O)CCCN(Cc1cccc(Br)c1)S(=O)(=O)c1ccc(Br)cc1
→ 7.6%	-3%	-7%	-0.2%	-0.1	40	-0.5%	7%	-18%	8%
- COc1ccc(/C=C2\CCCC(C(=O)C(F)(F)F)=C2O)cc1
→ 3.0%	-16%	10%	0.0%	-3.0	80	4.9%	4%	-55%	-10%
- Cc1ccccc1-c1nnn(CC(=O)Nc2ccc3c(c2)OCCO3)n1
→ 4.6%	5%	2%	-0.4%	-1.2	49	0.0%	2%	-31%	-29%
- CCCCNC(=O)Cn1c(-c2ccc(OC)cc2)noc1=O
→ 3.6%	10%	-1%	-0.1%	-0.3	67	0.3%	7%	-3%	-2%
- Nc1nc(Nc2ccc(Cl)cc2Cl)nc(C(F)(F)F)n1
→ -2.8%	-1%	6%	-0.3%	5.2	67	0.3%	10%	32%	-25%
- Fc1cccc(F)c1-c1nc(-c2ccncc2)no1
→ 0.9%	-2%	2%	-0.1%	-0.3	82	0.1%	8%	1%	-16%
- CCCCCC(=O)Nc1cccc(C2=NOC3(C2)C[C@@H](C(N)=O)N(C(=O)C2(C)CC2)C3)c1 (stereo not given in full)
→ 3.6%	1%	-9%	-0.1%	-1.3	90	0.6%	7%	0%	1%
- CN1/C(=C\P(=O)(N(C)C)N(C)C)C(C)(C)c2ccccc21
→ -0.9%	19%	1%	-0.1%	-2.1	53	1.6%[50 µM]	1%	-8%	-21%
- O=C(Cc1ccc(Cl)cc1)N1CCN(c2ccccc2)CC1
→ 1.1%	8%	-3%	0.0%	-0.2	52	0.1%	6%	29%	15%
- Cc1ccc(SC(C)C(=O)N2CCN(c3ccccc3)CC2)cc1 (stereo not given)
→ 2.0%	2%	3%	0.4%	0.1	60	2.2%	1%	-4%	-12%
- O=C(c1nc2ccccn2c1CNCCCn1ncc2ccccc21)N1CCCC1
→ 2.6%	5%	12%	0.1%	-0.4	48	0.3%	11%	-15%	-38%
- O=S(=O)(c1ccc(Br)cc1)c1nc(-c2ccccc2)oc1NCCN1CCOCC1
→ 5.0%	0%	-9%	-0.1%	2.0	72	0.0%	7%	-22%	-22%
- CC(=O)c1cccc(NC(=O)Nc2cnn(Cc3ccc(F)cc3)c2)c1
→ 28%	3%	-6%	-0.2%	0.0	92	.	.	-24%	-20%
- CCn1c(=O)n(CC(=O)Nc2cc(OC)ccc2OC)c(=O)c2ccccc21
→ -4.3%	0%	-8%	-0.3%	0.6	47	0.4%	6%	6%	0%
- CCOC(=O)c1cnn2c(C(F)(F)F)cc(-c3cn(C)nc3C)nc12
→ -0.4%	-8%	1%	1.0%	2.4	37	-0.3%	14%	10%	-12%
- O=C(NN1C(=O)C2C3C=CC(C3)C2C1=O)c1ccncc1 (stereo not given)
→ -2.4%	-13%	-6%	-0.2%	1.5	28	1.7%	3%	36%	-32%
- NS(=O)(=O)c1ccc(NC(=O)c2cccc(Cl)c2)cc1
→ -1.8%	-11%	-2%	-0.2%	-1.7	42	-0.5%[50 µM]	9%	-21%	4%
- CSc1ccccc1NC(=O)c1cc(-c2ccc3c(c2)OCO3)on1
→ 3.5%	2%	2%	-0.2%	-0.8	31	-0.1%	7%	-63%	-36%
- c1ccc(CCNCCCOc2cccc3ccccc23)cc1
→ -3.9%	-1%	7%	-0.1%	2.4	55	8.9%	156µM*	-13%[20 µM]	-1%
- Cc1cc(C)c2c(c1)cc(C)c1nnc(SCC(=O)Nc3cc(C)on3)n12
→ -3.8%	-15%	2%	-0.3%	-0.6	49	-1.9%	5%	-5%	20%
- Fc1ccccc1Cn1nnc2c(-n3ccnc3)ncnc21
→ 0.8%	-15%	5%	-0.2%	1.0	57	6.6%	6%	-30%	-5%
- Cc1cccc(C(=O)NC(=S)NNC(=O)c2ccccc2Cl)c1
→ -0.6%	-1%	-1%	0.1%	6.1	66	-7.6%	20%	16%	-6%
- CCOC(=O)C(NC(=O)CC(C)C)(Nc1sc2c(c1C(N)=O)CCCC2)C(F)(F)F (stereo not given)
→ -1.5%	2%	-4%	0.5%	-0.3	35	1.6%	-3%	17%	-20%
- O=c1[nH]c(CN2CCN(S(=O)(=O)c3ccccc3C(F)(F)F)CC2)nc2sc3c(c12)CCCC3
→ 3.8%	5%	-2%	0.0%	8.6	66	0.5%[50 µM]	4%	-40%	16%
- CCOC(=O)C(Cc1ccccc1)C(=O)Nc1cccc(C)c1 (stereo not given)
→ 10%	11%	9%	-0.3%	3.4	45	3.5%	1%	-13%	-21%
- Cc1onc(-c2ccc(Cl)cc2Cl)c1-c1csc(N/N=C/c2ccccc2)n1
→ 0.1%	7%	2%	0.5%	4.6	51	1.0%	2%	29%	4%
